Source: PubChem BioAssay (several laboratories)
PP5 primary: PP5 phosphatase inhibitors, primary screen, biochemical, fluorescence. Serine/threonine-protein phosphatase 5 (Homo sapiens), P53041. purified PP5c, OMFP substrate fluorescence. inhibition, % at 6.7 µM. 320,000 compounds, 0.18% hits. AID 1987, 2009;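 active = inhibition above the campaign's mean inhibition across all tested compounds plus 3 SD, cut at about 9.5% in these data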;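 also: 0% = DMSO only and 100% = 100 µM cantharidin control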
VLA-4 inh: inhibition in human VLA-4 binding assay, primary screen, VLA-4 allosteric modulator project, MLPCN library, flow cytometry, VLA-4 expressing cells | ligand binding flow cytometry | 330,000 compounds, 0.2% hits | AID 2557, 2010 | Integrin alpha-4 (Homo sapiens), P13612 | inhibition, % (about 7 µM as worked out from the volumes in the protocol); in the data active = inhibition above about 50%
PP1 inh: PP1-alpha phosphatase inhibitors, primary screen, counter-screen for PP5 inhibitor project, biochemical, fluorescence, OMFP substrate, single point; purified PP1alpha; inhibition, % at 6.7 µM; 320,000 compounds, 0.9% hits; AID 2235, 2010;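 active = inhibition above the mean inhibition of all tested compounds plus 3 SD, computed separately for each screening campaign, cut at about 15% in these data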
Target sequence (P62136 whole entry, looked up): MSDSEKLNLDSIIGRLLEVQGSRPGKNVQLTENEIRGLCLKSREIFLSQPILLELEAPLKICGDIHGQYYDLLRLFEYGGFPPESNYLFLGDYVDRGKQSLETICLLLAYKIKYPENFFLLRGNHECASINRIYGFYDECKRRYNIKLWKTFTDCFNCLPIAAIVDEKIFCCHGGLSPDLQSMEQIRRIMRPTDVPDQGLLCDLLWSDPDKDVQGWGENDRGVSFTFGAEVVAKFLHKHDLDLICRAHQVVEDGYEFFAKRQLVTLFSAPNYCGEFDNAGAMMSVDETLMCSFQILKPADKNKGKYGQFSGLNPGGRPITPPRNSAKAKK
GRK2 inh: compounds blocking aptamer binding on GRK2 – biochemical, human GRK2, bead flow cytometry, HTS, primary screen | 330,000 compounds, 0.59% hits | FAM-aptamer displacement from GRK2 | inhibition of aptamer binding, % at 10 µM | Beta-adrenergic receptor kinase 1 (Homo sapiens), P25098 | AID 488847, 2010;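 active = inhibition of aptamer binding above 40%, roughly 3 SD of noise, on plates passing a quality check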;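 also: median bead fluorescence of bound FAM aptamer so fluorescent compounds give negative values; no value below 0 was filed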
core dimer inh: inhibitors of HCV core protein dimerization, primary screen, biochemical, TR-FRET, high-throughput; 300,000 compounds, 0.33% hits; AID 1899, 2009; inhibition, % at 5 µM; TR-FRET GST/Flag-core106 dimerization, 1536-well;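 active = inhibition above the mean of all tested compounds plus 3 SD, set per screening campaign, cut at about 45% in these data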
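System: GST/Flag-tagged HCV core106 proteins. Incubation: compound-protein-antibody incubation 4 h at 22.5 °C. Technique: HTRF with 340 nm excitation, 617/671 nm emission. Medium: KF-containing HEPES buffer, pH 7.45, DTT, CHAPS, BSA. Read-out: inhibition (%) from 671 over 617 nm ratio. Also added: Eu(K)-anti-GST 90 ng/mL plus XL665-anti-Flag 1 µg/mL.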
procasp3 activ: activators of human procaspase-3 D3A mutant, primary screen, biochemical, absorbance, PC-3 D3A mutant, single concentration | Caspase-3 (Homo sapiens), P42574 | recombinant procaspase-3 D3A, Ac-DEVD-pNA absorbance 405 nm | activation, % at 8.5 µM | 330,000 compounds, 0.11% hits;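 active = activation above the mean of all tested compounds plus 3 SD, cut at about 21% in these data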;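 also: 0% = DMSO alone and 100% = DMSO wells spiked with extra 5 µM PC-3 D3A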
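Evaluation: percent activation relative to control range; Material: Procaspase-3 D3A mutant, all three cleavage aspartates alanine; Compound: single dose, 8.5 µM nominal compound, 0.8% DMSO; Replication: one well per compound; Signal: absorbance at 405 nm, 0 and 120 min; Schedule: 1 h preincubation plus 2 h reaction at 25 °C.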
JMJD2C inh: inhibitors of GASC-1 histone demethylase, primary screen, biochemical, fluorescence, DELFIA europium; Lysine-specific demethylase 4C (Homo sapiens), Q9H3R0; GST-JMJD2C(1-420) H3K9me3 demethylation; inhibition, % at 2.35 µM; 330,000 compounds, 0.069% hits;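 active = more than half of a compound's replicate wells show inhibition beyond 50%, single wells judged on their own value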;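 also: signal counts dimethyl H3K9 product captured on neutravidin plate; 0% = median of DMSO wells and 100% = 0.3 times that DMSO median; strong numbers were not always called active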
Target sequence (Q9H3R0 1-420 limits assumed): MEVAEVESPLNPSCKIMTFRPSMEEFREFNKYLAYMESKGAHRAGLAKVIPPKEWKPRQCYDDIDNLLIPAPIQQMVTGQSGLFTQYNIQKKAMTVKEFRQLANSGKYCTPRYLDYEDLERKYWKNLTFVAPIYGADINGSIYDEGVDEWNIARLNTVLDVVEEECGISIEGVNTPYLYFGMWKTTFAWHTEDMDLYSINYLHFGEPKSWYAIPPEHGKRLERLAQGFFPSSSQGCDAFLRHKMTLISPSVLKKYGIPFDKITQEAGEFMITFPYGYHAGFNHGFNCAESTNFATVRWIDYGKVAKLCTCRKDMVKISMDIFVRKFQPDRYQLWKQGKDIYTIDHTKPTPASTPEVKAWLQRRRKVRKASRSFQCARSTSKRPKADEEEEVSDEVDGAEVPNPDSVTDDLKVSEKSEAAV
Fh CTSL1 inh: Fasciola hepatica cathepsin L1 inhibitors, primary screen, counter-screen for PFM18AAP inhibitor project, biochemical, QFRET, fluorogenic peptide substrate | recombinant F. hepatica cathepsin L1, Z-Leu-Arg-MCA fluorescence | inhibition, % at 5.96 µM | 300,000 compounds, 0.49% hits;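 active = inhibition above the mean of all tested compounds plus 3 SD, set per screening campaign, cut at about 17% in these data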;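 also: 0% = plate median of test compound wells and 100% = 1 µM Z-Phe-Ala-diazomethylketone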
procasp7 counter: procaspase-7 activators, primary screen, counter-screen for procaspase-3 activator project, biochemical, absorbance, HTS, human; Caspase-7 (Homo sapiens), P55210; recombinant procaspase-7, Ac-DEVD-pNA absorbance 405 nm; D23A/D198A/D206A triple mutant, cannot self-cleave; scale: DMSO 0, 5 µM enzyme 100; activation, % at 8.5 µM; 330,000 compounds, 0.093% hits;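 active = percent activation above the screen-wide mean plus 3 SD, cut at about 25% in these data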
Target sequence (P55210 whole entry D23A/D198A/D206A): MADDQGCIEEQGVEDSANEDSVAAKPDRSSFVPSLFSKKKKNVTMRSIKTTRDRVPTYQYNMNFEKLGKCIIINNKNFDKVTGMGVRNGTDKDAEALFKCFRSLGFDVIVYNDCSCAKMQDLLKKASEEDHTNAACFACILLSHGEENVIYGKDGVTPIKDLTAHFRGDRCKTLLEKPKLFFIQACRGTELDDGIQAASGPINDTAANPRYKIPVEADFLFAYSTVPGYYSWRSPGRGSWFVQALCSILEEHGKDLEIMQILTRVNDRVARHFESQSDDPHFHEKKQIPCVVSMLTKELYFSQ
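System: Procaspase-7 triple mutant (PC-7 D3A); measure: % activation from two-timepoint absorbance difference, scaled to controls; times: 1 h compound preincubation, 2 h substrate cleavage, 25 °C; also added: Ac-DEVD-pNA substrate, 400 µM as added; measured by: Epi-absorbance of released pNA at 405 nm, two timepoints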
* = called active by the depositor; . = not tested or not shown; & = joins results of further samples.

SMILES | PP5 primary | VLA-4 inh | PP1 inh | GRK2 inh | core dimer inh | procasp3 activ | JMJD2C inh | Fh CTSL1 inh | procasp7 counter
Nc1cc(OC(=O)c2ccco2)nn1S(=O)(=O)c1ccc(F)cc1 | -1.4 | 9 | -2 | 3 | -4 | -24 | 136 | -29 | -29
C=CCOc1c(Br)cc(/C=C2/NC(=S)N(C(C)=O)C2=O)cc1OC | 0.7 | 1 | -2 | 3 | 8 | -6 | 3 | 2 | -12
CN(C)C(=O)C1CC(=O)OC12CCCCC2 (stereo not given) | -1.9 | 2 | -5 | 0 | 1 | 6 | 4 | -4 | -2
CN(C)C(=O)N1CCC(C(=O)NCc2ccc(F)cc2)CC1 | 4.0 | -5 | -2 | 1 | -2 | 9 | 1 | 0 | -4
Cc1onc(-c2ccccc2Cl)c1C(=O)NNC(=O)c1ccc(F)cc1 | -2.2 | 5 | 0 | 2 | -1 | 8 | 24 | 8 | -3
O=S(=O)(/C=C/c1ccccc1)NC1CCCCCCC1 | 1.5 | 33 | 1 | 0 | -2 | -2 | -6 | -2 | 8
CC(C)OC(=O)CSc1nnc(-c2cnccn2)n1-c1ccc(Cl)cc1 | 3.0 | -13 | -3 | 2 | -6 | -6 | -3 | 0 | 8
COc1ccc(NC(=O)Cc2ccc(Cl)cc2)cc1NC(=O)c1ccco1 | -0.9 | -6 | -3 | 70* | 8 | -5 | 17 | 1 | -14
CCOc1ccc(N2CC(NC(=O)c3ccc4ccccc4c3)CC2=O)cc1 (stereo not given) | 2.2 | 3 | -1 | 2 | -1 | -1 | -30 | -1 | -1
Cc1cccc(OCC(=O)N/N=C/c2cccn2C)c1 | 1.6 | 4 | -1 | 8 | -5 | 5 | -12 | -4 | -6
CCOc1ccc(C(=O)NC(C)CCc2ccccc2)cc1 (stereo not given) | 3.0 | -8 | -1 | 2 | -10 | -5 | -9 | -1 | 6
Cc1ccc(S(=O)(=O)c2ncccc2[N+](=O)[O-])cc1 | -3.0 | 16 | 5 | 0 | 0 | 0 | 3 | -1 | -7
CCc1c(-c2ccccc2)nc2sc3c(c2c1N)CCCC3 | 2.2 | 2 | -4 | 1 | 1 | 0 | 4 | -1 | 7
COc1ccc(NC(=O)C(=O)N/N=C(\C)CC(=O)Nc2cc(C)ccn2)c(OC)c1 | 3.3 | 9 | -3 | 2 | 4 | -3 | 7 | -1 | -9
CCOc1ccc(N2C(=O)CC(SC(=NC)Nc3ccc(F)cc3)C2=O)cc1 (stereo not given) | 3.4 | 23 | 3 | 0 | 4 | -8 | 4 | -2 | 10
COc1cc(/C=C2/C(=O)ON=C2c2ccccc2)ccc1O | -0.8 | 2 | -1 | 0 | -11 | -5 | -5 | 9 | -18
OC1C2(Cc3ccccc3)CN3CCN(C2)CC1(Cc1ccccc1)C3 (stereo not given) | 0.3 | -7 | 1 | 0 | -4 | 1 | 14 | -2 | 10
COc1ccc(/C=C2\SC(=NCc3ccccc3)NC2=O)cc1 | 3.5 | 5 | 3 | 0 | 0 | 2 | 3 | 2 | 4
O=C(CNC(=O)c1ccccc1F)OCc1nc2ccc(Cl)cc2n1CCO | 2.1 | 33 | -1 | 0 | . | 4 | -10 | . | 2
O=C(Nc1cc(-c2ccccc2)[nH]n1)c1ccccc1F | -1.8 | -3 | 2 | 0 | -2 | 0 | 5 | 10 | -2
CCC(C)NC(=O)COC(=O)c1oc2ccccc2c1CSc1ccc(Cl)cc1 (stereo not given) | -6.5 | -17 | -8 | 0 | 5 | 6 | 3 | 4 | -2
Nc1nc(-c2c(Cl)cccc2Cl)no1 | 3.9 | 13 | 0 | 0 | -7 | -2 | 18 | -2 | 7
Cc1ccc2nc(C3CCCCC3)[nH]c2c1 | 0.8 | 12 | 0 | 2 | -8 | -7 | 5 | -4 | 0
COc1ccc2nc(NC(=O)c3ccccc3-c3ccccc3C(=O)O)sc2c1 | 0.0 | 9 | 6 | 0 | 11 | 10 | 3 | 3 | 2
CC(C)(C)NNC(=S)Nc1cccc(C(F)(F)F)c1 | 3.4 | 10 | -1 | 0 | -6 | -15 | 54* | -2 | -7

More structures follow.
SMILES | PP5 primary | VLA-4 inh | PP1 inh | GRK2 inh | core dimer inh | procasp3 activ | JMJD2C inh | Fh CTSL1 inh | procasp7 counter
Cc1ccc(NC(=O)CN2C(=O)N/C(=C/c3ccc(N4CCOCC4)cc3)C2=O)cc1 | 1.9 | -7 | 8 | 1 | 11 | -6 | 5 | -2 | -10
O=Nc1c(O)n(Cc2c(Cl)cccc2Cl)c2ccccc12 | 2.5 | 4 | 5 | 1 | 12 | 0 | 2 | 1 | 1
O=C(NCc1ccc(N2CCCC2=O)cc1)c1cnccn1 | 4.1 | -4 | -1 | 1 | -5 | 1 | 6 | -2 | -1
COc1ccc(C(=O)NC2CCCCCC2)cc1OC1CCN(C(C)=O)CC1 | 2.3 | -33 | -4 | 7 | -2 | 6 | -4 | -2 | -7
c1ccc(CC2CNc3ccccc3CN2)cc1 (stereo not given) | -1.5 | 8 | -4 | 0 | -1 | -10 | 27 | 1 | -11
Cc1cc(C)nc(SCC(=O)OCN2C(=O)c3ccccc3C2=O)n1 | 2.1 | 15 | -4 | 0 | -1 | -1 | 6 | -4 | 0
COc1ccc(-c2cc(C(=O)N3CCN(c4ccccc4)CC3)c3ccccc3n2)cc1OC | 5.2 | 12 | 1 | 0 | 16 | 7 | -1 | 2 | 16
COc1ccc(S(=O)(=O)n2ccc(C(C)Oc3ccc(-c4ccccc4)c(F)c3)n2)cc1 (stereo not given) | -0.6 | -1 | -1 | 3 | 8 | 0 | -3 | 1 | -8
CCN1CCc2c(sc(NC(=O)c3ccc(S(=O)(=O)N4CCOCC4)cc3)c2C(=O)OC)C1 | 4.1 | -3 | -5 | 0 | 2 | -1 | 5 | 1 | -9
COc1ccc(CCNC(=O)C2CCN(S(=O)(=O)c3ccc(OC)c(OC)c3)CC2)cc1 | -0.1 | 17 | -2 | 1 | 1 | 0 | -10 | 6 | -3
CCCCN(CC)CCCNC(=O)CS(=O)(=O)Cc1nc(-c2cccc(OC)c2)oc1C | 1.4 | 14 | -1 | 0 | -1 | 3 | 11&12 | -2 | 6
Cc1oc(-c2ccccc2Cl)[n+]([O-])c1C | 1.8 | 15 | -7 | 0 | 3 | 4 | 8 | -2 | -10
COc1ccc(C(OC(=O)c2ccco2)C(=O)NCc2ccco2)cc1 (stereo not given) | 0.8 | 1 | 2 | 1 | 2 | 9 | 3 | -54 | 0
O=C1/C(=C\c2cccnc2)CCc2ccccc21 | 1.9 | -2 | -1 | 4 | 4 | 3 | 13 | 2 | 12
CCOc1ccc(/C=N/NC(=O)C(C)N(c2ccc(OC)cc2)S(C)(=O)=O)cc1OCC (stereo not given) | 2.6 | 7 | -1 | 2 | 3 | 4 | 8 | 4 | -8
CC(C)[C@@H](C(=O)N1CCN(Cc2ccc3c(c2)OCO3)CC1)n1nnc2ccccc2c1=O | -1.9 | 5 | -3 | 1 | 9 | 8 | 5 | -1 | -2
Nc1nnc(Cc2ccc(Cl)c(Cl)c2)s1 | -0.2 | 19 | -3 | 0 | -2 | -1 | 14 | -1 | 10
CCN1CCN(CC(=O)Nc2sc3c(c2C#N)CCC(C)C3)CC1 (stereo not given) | 2.5 | -5 | -4 | 0 | -7 | -1 | -58 | 10 | -2
CCOc1ccccc1NC(=O)CNS(=O)(=O)c1ccc2nc(C)sc2c1 | 0.7 | -1 | -2 | 3 | 5 | 2 | 1 | -2 | 4
O=C(COc1ccc2c(-c3ccccc3)cc(=O)oc2c1)Nc1ccc(CCO)cc1 | 2.1 | 1 | 13 | 0 | 13 | -1 | 0 | 0 | 3
CNC(=O)c1[nH]cnc1C(=O)N[C@@H](CC(C)C)C(=O)OC(C)(C)C | 0.8 | 9 | -1 | 0 | 2 | 4 | -98 | 1 | 5
CCCS(=O)(=O)N1CCC(C(=O)NCc2cccnc2)CC1 | 3.0 | 14 | -1 | 2 | -3 | -4 | 8 | 0 | 7
O=C(NCC1CCCO1)c1ccc(CS(=O)(=O)c2ccc(Cl)cc2)o1 (stereo not given) | -1.3 | . | -6 | 1 | -4 | 3 | 29 | 0 | -3
CCN1CCN(CCCN(Cc2ccco2)C(=S)Nc2ccccc2Cl)CC1 | 1.2 | 1 | -3 | 2 | -1 | -7 | 4 | 0 | 7
Cc1nc(SCC(=O)NCc2ccco2)c2oc3ccccc3c2n1 | -1.4 | -1 | -4 | 0 | 0 | 0 | 1 | 2 | 2

Structures above with a thiophene ring, fused or not (3):
SMILES | PP5 primary | VLA-4 inh | PP1 inh | GRK2 inh | core dimer inh | procasp3 activ | JMJD2C inh | Fh CTSL1 inh | procasp7 counter
CCc1c(-c2ccccc2)nc2sc3c(c2c1N)CCCC3 | 2.2 | 2 | -4 | 1 | 1 | 0 | 4 | -1 | 7
CCN1CCc2c(sc(NC(=O)c3ccc(S(=O)(=O)N4CCOCC4)cc3)c2C(=O)OC)C1 | 4.1 | -3 | -5 | 0 | 2 | -1 | 5 | 1 | -9
CCN1CCN(CC(=O)Nc2sc3c(c2C#N)CCC(C)C3)CC1 (stereo not given) | 2.5 | -5 | -4 | 0 | -7 | -1 | -58 | 10 | -2

Next part
SMILES | PP5 primary | VLA-4 inh | PP1 inh | GRK2 inh | core dimer inh | procasp3 activ | JMJD2C inh | Fh CTSL1 inh | procasp7 counter
Cc1ccc(NS(=O)(=O)c2ccc(-c3ccc(=O)[nH]n3)o2)cc1 | 1.3 | -4 | 6 | 4 | -17 | 1 | 2 | 6 | -8
CN(C)C(CNC(=O)CSc1nc2sc3c(c2c(=O)n1C)CCCC3)c1ccccc1 (stereo not given) | -0.8 | 6 | -2 | 0 | . | 7 | 3 | . | -9
O=C(c1ccco1)N1CCN(CC(O)Cn2c3ccccc3c3ccccc32)CC1 (stereo not given) | 2.9 | 19 | 8 | 1 | 10 | -6 | 9 | -3 | 3
O=C(COC(=O)C1COc2ccccc2O1)NC1CCS(=O)(=O)C1 (stereo not given) | 1.5 | -2 | 0 | 2 | -5 | -7 | -3 | -8 | 4
CN(CC(=O)Nc1cccc(F)c1)CC(=O)Nc1ccc(Cl)cc1[N+](=O)[O-] | -0.5 | -3 | 5 | 1 | 0 | -8 | -2 | 15 | -7
O=C(Nc1ccc(S(=O)(=O)Nc2ncccn2)cc1)c1ccco1 | 0.1 | 13 | 2 | 0 | -1 | 6 | -7 | 2 | -12
